Cardiac RTF inh = cardiac RTF calcium desensitization; IANBD-labeled cardiac RTF, Ca2+ fluorescence; inhibition, % at 7.15 µM; 340,000 tested, 0.12% active; AID 493244;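 active = inhibition above the mean inhibition of all tested compounds plus 3 SD, cut at about 17% in these data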;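 also: assay run at fixed EC70 calcium of 1.6 mM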
C-LANA FP = inhibitors of KSHV LANA C-terminal domain DNA binding; inhibition, % at 9 µM; AID 504423; 340,000 tested, 0.078% active; MBP-C-LANA/FAM-LBS DNA binding, fluorescence polarization;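 active = highest replicate inhibition at or above 60% at 9 µM, even if other replicates fall short; inactive = all replicates below 60% inhibition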;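 also: 0% = neutral control wells and 100% = 4 µM acridine orange control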
NSD2 HMT inh = blocks human histone methyltransferase NSD2; O96028; NSD2 peptide methylation, AlphaScreen, 120 min; inhibition, % at 12.5 µM; 310,000 tested, 0.54% active; in the data active = inhibition above about 50%
PKA-R2B activ = PKA-R2B complex activation. PKA-R2B holoenzyme dissociation, Cy5-IP20 fluorescence polarization; R2B truncated from residue 108, S112A mutant; 0% DMSO only, 100% 113 µM cGMP. P22694+P31323. 340,000 tested, 0.079% active. activation, % at 11.4 µM;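 active = activation above a cutoff set at the mean over all compounds plus 3 SD, cut at about 18% in these data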;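 also: higher means more holoenzyme dissociation and a rise in polarization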
Target sequence (P31323 whole entry, looked up, other chains not shown, the tested form may be a part): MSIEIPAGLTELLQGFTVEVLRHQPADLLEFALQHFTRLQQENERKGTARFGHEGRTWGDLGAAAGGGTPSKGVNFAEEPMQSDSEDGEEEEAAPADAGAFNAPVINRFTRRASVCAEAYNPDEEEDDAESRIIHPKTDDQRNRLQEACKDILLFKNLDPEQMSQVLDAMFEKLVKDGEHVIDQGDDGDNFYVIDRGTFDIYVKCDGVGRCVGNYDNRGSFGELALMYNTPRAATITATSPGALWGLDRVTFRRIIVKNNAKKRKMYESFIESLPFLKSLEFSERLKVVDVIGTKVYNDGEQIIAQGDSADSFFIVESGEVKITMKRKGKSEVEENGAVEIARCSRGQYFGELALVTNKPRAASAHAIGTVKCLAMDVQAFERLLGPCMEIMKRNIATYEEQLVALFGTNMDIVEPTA
SR-BI DiI inh = mouse SR-BI HDL lipid transfer inhibition; ldlA[mSR-BI] CHO cells, DiI-HDL uptake fluorescence, 3 h; inhibition, % at 12.5 µM; 320,000 tested, 0.96% active; AID 488896;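 active = mean replicate inhibition of at least 70% and a set share of replicates each scoring 70 or more; inconclusive = meets just one of the two criteria; inactive = fails both criteria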;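 also: 0% = median of neutral control wells and 100% = median of positive control wells; values of inactives mirror those of a sister screen read the other way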
PvdQ acylase = blocks Pseudomonas aeruginosa PvdQ acylase activity; inhibition, % at 10 µM; 340,000 tested, 0.063% active; purified PvdQ acylase, fluorescence plate reader; in the data active = inhibition above about 30%, passing the limit was not always enough; inconclusive = no clear call, values can overlap the other calls;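 also: 0% = vehicle neutral wells and 100% = reference inhibitor wells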
SR-BI uptake up = activators of SR-BI mediated HDL lipid uptake | activation, % at 12.5 µM | CHO ldlA[mSR-BI] cells, DiI-HDL uptake fluorescence, 3 h; 100 = double the neutral-control signal | 320,000 tested, 0.096% active;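 active = mean replicate activation of at least 60% and every replicate at or above 60%; inconclusive = mean or all-replicate condition met, but not both; inactive = mean below 60% and not all replicates reaching 60%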;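 also: 0% = median plate neutral-control signal and 100% = twice that signal; values of inactives mirror those of a sister screen read the other way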
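system = CHO ldlA[mSR-BI] cells, LDL receptor-null, SR-BI overexpressing | medium = Ham's F12 with 0.5% BSA, HEPES 25 mM, pH 7.4 | probe or stimulus = DiI-HDL 10 µg/mL | compound dosing = single-point compound dose | incubation = compound exposure 3 h, 37 °C | technique = DiI fluorescence, bottom read | read-out = cell-associated DiI fluorescence as measure of HDL uptake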
Keap1-Nrf2 PPI = disrupts human Keap1 binding to Nrf2 peptide. Q14145. Keap1 Kelch-Nrf2 peptide fluorescence polarization, 1536-well. inhibition, % at 9.4 µM. 340,000 tested, 0.15% active. AID 504523; in the data active = inhibition above about 12%; inconclusive = no clear call, values can overlap the other calls; inactive = below about 7.3%;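 also: human Keap1 Kelch domain with fluorescein labeled Nrf2 9mer peptide probe; 0% = neutral control wells and 100% = peptide positive control; higher means more block of Keap1 binding to Nrf2 peptide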
Target sequence (Q14145 whole entry, looked up, the tested form may be a part): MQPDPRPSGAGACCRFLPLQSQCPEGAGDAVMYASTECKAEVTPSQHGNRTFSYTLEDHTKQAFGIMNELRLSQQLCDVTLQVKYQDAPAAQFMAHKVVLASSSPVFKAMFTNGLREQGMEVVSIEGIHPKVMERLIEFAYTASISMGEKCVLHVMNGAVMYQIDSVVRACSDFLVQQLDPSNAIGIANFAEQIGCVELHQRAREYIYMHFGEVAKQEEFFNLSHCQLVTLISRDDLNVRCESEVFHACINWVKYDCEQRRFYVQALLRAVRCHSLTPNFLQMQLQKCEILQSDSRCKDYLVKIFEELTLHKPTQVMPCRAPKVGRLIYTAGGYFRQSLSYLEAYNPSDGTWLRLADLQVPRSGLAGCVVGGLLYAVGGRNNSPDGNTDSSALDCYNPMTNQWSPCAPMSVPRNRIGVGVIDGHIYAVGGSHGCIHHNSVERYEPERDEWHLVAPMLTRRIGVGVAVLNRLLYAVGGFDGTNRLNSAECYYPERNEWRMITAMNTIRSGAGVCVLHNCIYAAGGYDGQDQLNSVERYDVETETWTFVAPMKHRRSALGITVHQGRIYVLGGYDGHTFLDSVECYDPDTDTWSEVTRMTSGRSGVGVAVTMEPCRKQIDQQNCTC
Arr AP2 block = human beta-arrestin and AP2 interaction inhibition. FITC-arrestin peptide / GST-AP2 beads, flow cytometry; AP2 beta2 appendage carries R879A mutation. inhibition, % at 10 µM. 340,000 tested, 0.31% active. AID 504490;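 active = inhibition above a set limit, near 3 SD of compounds lacking own fluorescence, cut at about 54% in these data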;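 also: plate controls were DMSO wells for no effect and 5 µM unlabelled arrestin peptide for full effect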
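Assay system: GST-AP2 R879A bound to glutathione beads, E. coli-expressed; Medium: PBS with 0.05% Tween 20 and 0.1% BSA; Also added: fluorescein-tagged arrestin peptide at 50 nM final; Timing: 12 min plus 1 h, RT; Measured by: flow cytometry, FL1 (488/535 nm); Evaluation: percent drop in bead-associated FITC signal.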
DAGLB inhibitor = blocks human DAGLB lipase activity; HEK293T DAGLB membrane lysate, EnzChek fluorogenic substrate; inhibition, % at 5.17 µM; 340,000 tested, 0.059% active; AID 504411; in the data active = inhibition above about 34%;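 also: 0% = enzyme with vehicle and 100% = wells lacking enzyme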
* hit, by the source's call; ? = inconclusive; . = no result given; & = joins results of further samples.

SMILES | Cardiac RTF inh | C-LANA FP | NSD2 HMT inh | PKA-R2B activ | SR-BI DiI inh | PvdQ acylase | SR-BI uptake up | Keap1-Nrf2 PPI | Arr AP2 block | DAGLB inhibitor
COc1ccc(NC(=S)N2CCC(NC(=O)c3ccccc3C)CC2)cc1 | -10 | 1.9 | 3 | -2 | . | -6 | . | -2 | 0 | -1
O=C(Nc1ccc(Oc2ccc(Br)cc2)cc1)C1=CC=CN2CCS(=O)(=O)N=C12 | -5 | -0.9 | -2 | -12 | -27 | -5 | 27 | 4 | -9 | -1
COC(=O)c1ccc2nc(-c3ccc(S(C)(=O)=O)cc3)cn2c1 | 1 | -4.7 | -4 | -1 | 18 | -10 | -18 | -4 | -21 | -1
COC(=O)c1cc2c(C)nn(-c3ccccc3)c2s1 | 2 | 2.9 | -3 | -10 | 52 | -7 | -52 | 1 | 0 | -11
O=C(Nc1ccc(CN2CCOCC2)cc1)c1ccc(-c2cc(Cl)ccc2Cl)o1 | 0 | 0.7 | 4 | -6 | 14 | -6 | -14 | -2 | 23 | -2
CCCN(C(=O)CN1C(=O)NC2(CCCCCC2)C1=O)C1CCS(=O)(=O)C1 (centres undefined) | -4 | 2.7 | . | 4 | -13 | -1 | 13 | 4 | 43 | 2
O=C(Cn1cnc2ccccc2c1=O)Nc1ccc2c(c1)OCO2 | 5 | -1.1 | -1 | -4 | -9 | -14 | 9 | -1 | -8 | -3
COC(=O)c1ccc(NC(=O)c2cc3c(CO)cnc(C)c3oc2=Nc2cccc(C(N)=O)c2)cc1 | -6 | -1.0 | -4 | 1 | -4 | 14 | 4 | -4 | -8 | 1
COc1cccc(C(=O)/C=C2\Sc3ccccc3N2C)c1 | 0 | -2.3 | -12 | 0 | 83* | 8 | -83 | -2 | 26 | -6
Cc1cc(C)cc(N(C(C)C(=O)NCc2ccc3c(c2)OCO3)S(C)(=O)=O)c1 (centres undefined) | -15 | -1.6 | -2 | -5 | 11 | -8 | -11 | -2 | 5 | 2
CCOc1cc(/C=N/NC(=O)Cc2ccc(C(F)(F)F)cc2[N+](=O)[O-])ccc1O | -7 | -1.4 | -1 | -8 | -34 | -13 | 34 | 0 | 0 | 1
COc1ccccc1CNC(=O)CCS(=O)(=O)c1ccc2c(c1)CC(C)N2C(=O)C1CC1 (centres undefined) | -10 | -0.7 | 21 | -2 | -8 | -11 | 8 | 3 | 1 | 2
CC(=O)OCC1OC(n2ncc(=O)n(Cc3ccccc3)c2=O)C(OC(C)=O)C1OC(C)=O (centres undefined) | 0 | 0.1 | -1 | 4 | -20 | -5 | 20 | 2 | 35 | -2
COc1ccc(CCNC(=S)NCc2cccs2)cc1OC | -7 | 1.1 | 5 | 2 | 10 | -6 | -10 | -4 | 21 | 5
COc1ccc(CCNc2nnc(Sc3nnnn3-c3ccccc3)s2)cc1OC | 1 | -0.2 | 1 | 5 | 28 | 2 | -28 | 4 | -4 | -1
COC(=O)Cc1ccc(NC(=S)N2CCCC(C)C2)cc1 (centres undefined) | -8 | 0.3 | 3 | -8 | -3 | 12 | 3 | 2 | 15 | -1
O=C(Nc1cccc(C(=O)N2CCOCC2)c1)c1ccccc1 | -5 | 1.2 | -2 | -6 | -2 | -15 | . | 2 | 7 | 1
Cn1c(-c2sc(=S)n(-c3ccccc3)c2N)nc2ccccc21 | -3 | -0.6 | -2 | 9 | 47 | -14 | -47 | -1 | -5 | 1
CCOC(=O)c1cnc(-n2nc(C)cc2C)nc1Oc1ccc(C#N)cc1 | 3 | 0.5 | -1 | 0 | 2 | -16 | -2 | -4 | -1 | 0
CC(=O)c1cccc(NS(=O)(=O)N2CCOCC2)c1 | -10 | 1.4 | 0 | 0 | 18 | -7 | -18 | -4 | 4 | 0
CC1CC(C)CN(C(=O)c2cccc(S(=O)(=O)NCc3ccccc3)c2)C1 (centres undefined) | -12 | -0.7 | 1 | 3 | 6 | -10 | -6 | -4 | 36 | -10
CN(C)S(=O)(=O)c1cccc(NC(=O)COC(=O)c2c[nH]c(=O)[nH]c2=O)c1 | 0 | 0.1 | -1 | 8 | -17 | -5 | 17 | 1 | -4 | 0
COc1cccc(CNC(=O)CCC2CCCN(C(=O)C3=CC(=O)CC(C)(C)O3)C2)c1 (centres undefined) | -3 | 3.4 | -10 | -9 | -5 | 2 | 5 | -2 | 13 | -1
CCOC(=O)N1CCC(NC(=O)c2cc(S(=O)(=O)N3CCc4ccccc43)cn2C)CC1 | -3 | 0.1 | -1 | -3 | 13 | -11 | -13 | -2 | -6 | -2
CCOC(=O)c1nn(-c2ccc(C)c(C)c2)c(=O)c2c(N)scc12 | -13 | -1.6 | 3 | 0 | 39 | -13 | -39 | -6 | 6 | 1
CCC(=O)CCC(=O)c1ccc2ccccc2c1 | 13 | 0.8 | -8 | 3 | -37 | -2 | 37 | -1 | 8 | -3
CN(C(=O)CCCN1C(=O)c2cccc3cccc(c23)C1=O)c1ccccc1 | 3 | -0.2 | -5 | -2 | 4 | -3 | -4 | -1 | 2 | 1
O=C(NC(Cc1ccccc1)C(=O)O)/C(=C/c1ccc([N+](=O)[O-])cc1)NC(=O)c1ccco1 (centres undefined) | -9 | -1.9 | 1 | 5 | . | -12 | . | -5 | -4 | 0
CC(C)NC(=O)c1ccccc1NC(=O)Cc1ccc([N+](=O)[O-])cc1 | -3 | 0.8 | . | -13 | 3 | 0 | -3 | -1 | -12 | 0
CCOC(=O)c1cn[nH]c1N | 1 | -0.1 | -4 | -3 | 14 | -14 | -14 | 2 | -3 | -4
CCOC(=O)C1=C(CN2CCN(C(=O)OCC)CC2)NC(=O)NC1c1ccc2c(c1)OCO2 (centres undefined) | -11 | -0.9 | . | -10 | ? | -6 | -72 | 1 | 16 | 1
Fc1cccc(CSc2ncnc3c2ncn3C2CCCCO2)c1 (centres undefined) | -1 | -2.3 | 1 | -3 | 10 | -8 | -10 | -1 | 10 | -5
O=C1CN(C(=O)c2ccc(Cl)c(S(=O)(=O)N3CCc4ccccc43)c2)c2ccccc2N1 | 8 | 4.5 | . | 6 | 2 | -13 | -2 | -2 | 3 | 0
COCCn1c(N)c(N(Cc2ccccc2)C(=O)C2CCCC2)c(=O)[nH]c1=O | -4 | 0.9 | 1 | 4 | -22 | -12 | 22 | -3 | -13 | 0
Cc1cc(C)cc(NC2=NC3(CCCCC3)N=C(N)N2)c1 | -5 | -1.1 | 3 | 3 | 1 | -8 | -1 | 1 | -2 | 0
NCCCS(=O)(=O)O | -1&6 | -0.1&2.1 | . | -7&-7 | -24&-14 | 8&-8 | 24&14 | -1&4 | 12&-1 | 2&1
Cc1[nH]n(-c2cccc3ccccc23)c(=O)c1C=Nc1ccc2[nH]c(=O)[nH]c2c1 | -1 | -1.1 | 2 | -6 | -16 | -28 | 16 | -4 | -3 | 2
Cc1ccc(CN2CCN(/N=C\c3cccc([N+](=O)[O-])c3)CC2)cc1 | -1 | 3.2 | 1 | -2 | -16 | 1 | 16 | -1 | -4 | -22
CC1CCC/C(=N/Nc2nc3ccccc3s2)C1 (centres undefined) | -13 | -2.6 | 4 | 1 | 13 | -7 | -13 | -3 | 9 | 0
CSc1nnc(Cn2c(=O)sc3ccccc32)n1CCc1ccccc1 | 0 | 1.6 | . | -6 | -2 | 6 | 2 | ? | 6 | -2
COc1ccc2ccccc2c1CN1CCN(C(=O)c2ccccc2)CC1 | -1 | -0.7 | 6 | -9 | -42 | -12 | 42 | -3 | -1 | 0
Cc1ccnc(SCC(N)=O)n1 | -10 | -1.2 | 0 | -5 | 2 | 4 | -2 | -8 | 10 | -1
COC(=O)c1ccccc1NC(=O)c1ccc(-c2ccccc2F)o1 | 6 | -0.2 | -2 | -5 | 11 | -4 | -11 | 1 | -44 | -1
C/C(NC(=O)c1cccc(F)c1)=C1/C(=O)C[C@@H]2[C@H]1C2(C)C | -25 | -0.6 | -6 | 6 | . | 0 | . | 2 | 16 | -10
Nc1cccc2c(O)cc(S(=O)(=O)O)cc12 | 15 | 117* | . | 1 | 17 | 17 | -17 | ? | 31 | 0
CCN(CC)CCN1C(=O)c2ccccc2NC1c1ccc(Br)cc1 (centres undefined) | -12 | 1.7 | -1 | -6 | -6 | -15 | 6 | -7 | -15 | 2
Cc1nn(-c2ccccc2)c(Cl)c1/C=N/Nc1nnc(C)c(=O)[nH]1 | 3 | 1.0 | -1 | -11 | 33 | 10 | -33 | -6 | 16 | -3
Cc1c(NC(=O)CN2C(=O)NC(C)(c3ccc(Cl)cc3)C2=O)c(=O)n(-c2ccccc2)n1C (centres undefined) | 5 | -0.3 | . | 3 | 6 | -5 | -6 | 2 | -9 | 3
COCc1cc(=O)n2[nH]c(C)nc2n1 | 2 | 0.6 | 0 | -6 | -1 | -3 | 1 | -3 | 14 | 0

By substructure: the compounds so far with an aryl methoxy group
SMILES | Cardiac RTF inh | C-LANA FP | NSD2 HMT inh | PKA-R2B activ | SR-BI DiI inh | PvdQ acylase | SR-BI uptake up | Keap1-Nrf2 PPI | Arr AP2 block | DAGLB inhibitor
COc1ccc(NC(=S)N2CCC(NC(=O)c3ccccc3C)CC2)cc1 | -10 | 1.9 | 3 | -2 | . | -6 | . | -2 | 0 | -1
COc1cccc(C(=O)/C=C2\Sc3ccccc3N2C)c1 | 0 | -2.3 | -12 | 0 | 83* | 8 | -83 | -2 | 26 | -6
COc1ccccc1CNC(=O)CCS(=O)(=O)c1ccc2c(c1)CC(C)N2C(=O)C1CC1 (centres undefined) | -10 | -0.7 | 21 | -2 | -8 | -11 | 8 | 3 | 1 | 2
COc1ccc(CCNC(=S)NCc2cccs2)cc1OC | -7 | 1.1 | 5 | 2 | 10 | -6 | -10 | -4 | 21 | 5
COc1ccc(CCNc2nnc(Sc3nnnn3-c3ccccc3)s2)cc1OC | 1 | -0.2 | 1 | 5 | 28 | 2 | -28 | 4 | -4 | -1
COc1cccc(CNC(=O)CCC2CCCN(C(=O)C3=CC(=O)CC(C)(C)O3)C2)c1 (centres undefined) | -3 | 3.4 | -10 | -9 | -5 | 2 | 5 | -2 | 13 | -1
COc1ccc2ccccc2c1CN1CCN(C(=O)c2ccccc2)CC1 | -1 | -0.7 | 6 | -9 | -42 | -12 | 42 | -3 | -1 | 0

From PubChem BioAssay
